# Screens (PubChem BioAssay)
# P. falciparum M17LAP: P. falciparum M17LAP inhibitors, primary screen, biochemical, fluorogenic H-Leu-NHMec substrate, 1536-well (AID 1619); recombinant M17LAP, H-Leu-NHMec fluorogenic kinetic assay; higher % means a stronger effect; inhibition, % at 30 µM; hits with a dose series show IC50 in µM; 220,000 tested, 0.38% active;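 active = compound inhibiting the enzyme by more than half at any dose during confirmatory dose-response retesting; inconclusive = strong single-dose inhibitors picked by rank but not retested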;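 also: plate controls were full reaction with DMSO carrier for no effect and no enzyme background for full effect; strong numbers were not always called active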
# Salmonella PhoP GFP: PhoP-dependent GFP reporter repression – Salmonella Typhimurium, primary screen (AID 1863) | S. Typhimurium PhoP-regulated promoter GFP reporter, 4 h; higher % means a stronger effect | 300,000 tested, 0.16% active | one-dose inhibition, % at 50 µM; IC50 in µM for titrated hits;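 active = inhibition over 29.93%, a cutoff 3 SD above the screen mean, later confirmed by dose response; inconclusive = inhibition over 29.93% but no dose response follow-up; inactive = inhibition at most 29.93% or unconfirmed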;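 also: 0% = low Mg2+ inducing control and 100% = high Mg2+ repressing control; strong numbers were not always called active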
# Yfh1-depleted yeast: enhancers of respiration in Yfh1-depleted yeast, dose response, Friedreich's ataxia, plus single-dose screen (AID 1465); S. cerevisiae Yfh1-off respiration, WST-1 reduction, 72 h; higher fold induction means a stronger effect; fold induction at 50 µM; hits with a dose series show EC50 in µM; 220,000 tested, 0.074% active;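 active = fold induction of absorbance versus untreated yeast above a set limit, then at least 30% activation at any dose in follow-up; inconclusive = repeats straddling the limit, or above it without dose testing; inactive = fold induction below the set limit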;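 also: activators that raise dye reduction in frataxin-depleted yeast; strong numbers were not always called active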
# XIAP displacement: XIAP antagonists, biochemical, IAP family, fluorescence polarization (AID 1018); XIAP BIR domain, fluorescence polarization peptide displacement; higher % means a stronger effect; one-dose displacement, % at 20 µM; IC50 in µM for titrated hits; 200,000 tested, 0.007% active; in the data active = displacement above about 50%; also: a part of the inactive calls stands beside numbers as strong as those of hits
# human PMI inhibitors: human PMI inhibitors, high substrate, primary screen, biochemical, fluorescence intensity, high mannose 6-phosphate (AID 1220); 190,000 tested, 0.66% active; one-dose inhibition, % at 20 µM; IC50 in µM for titrated hits; recombinant PMI enzyme, coupled fluorescence intensity; higher % means a stronger effect; in the data active = inhibition above about 50%
# West Nile antiviral: West Nile virus antiviral activity, cell-based, CPE readout (AID 1621); West Nile virus-infected cells, CPE inhibition; higher % means a stronger effect; CPE inhibition, % at 10 µM, or IC50 in µM where a hit was titrated; 290,000 tested, 0.02% active; in the data active = a potency from the dose series; inconclusive = CPE inhibition mostly from about 3.7% at the one dose, without a potency; inactive = the rest, 99 in 100 with CPE inhibition below about 2.2%; also: strong numbers were not always called active
# SIAH1 antagonists: blockers of Siah-1 interaction with plectin peptide – biochemical, fluorescence polarization, rhodamine-plectin, uHTS, primary screen (AID 1817); Siah-1 / rhodamine-plectin peptide fluorescence polarization; higher % means a stronger effect; displacement, % at 20 µM, or IC50 in µM where a hit was titrated; 290,000 tested, 0.02% active;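 active = displacement of at least 50% at 20 µM, with a fluorescence ratio check between 0.3 and a set limit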;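 also: plate controls were Siah plus tracer with DMSO for no effect and tracer alone without Siah for full effect; strong numbers were not always called active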
# M1AAP inhibition: P. falciparum M1AAP inhibitors, biochemical, fluorogenic H-Leu-NHMec substrate, 1536-well (AID 1445); one-dose inhibition, % at 30 µM; IC50 in µM for titrated hits; recombinant M1AAP, H-Leu-NHMec fluorogenic kinetic assay; higher % means a stronger effect; 220,000 tested, 0.42% active;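 active = primary inhibition above the hit cutoff, then over 50% inhibition at one or more dose response concentrations, cut at about 23% in these data, passing the limit was not always enough; inconclusive = conflicting primary data, or primary hits not chosen for dose response; inactive = low primary inhibition, or under 50% at every dose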;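 also: plate controls were DMSO full reaction for no effect and no enzyme background for full effect; strong numbers were not always called active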
# ER stress rescue: protection against thapsigargin-triggered cell killing – 384-well, CSM14.1, ATP luminescence, primary screen (AID 1222) | 190,000 tested, under 10 active | one-dose cellular ATP content (survival), % at 20 µM; EC50 in µM for titrated hits | CSM14.1 thapsigargin-induced death rescue, ATP luminescence; higher % means a stronger effect;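 active = EC50 below 50 µM in the dose-response confirmation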;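 also: death triggered by thapsigargin at about 15 µM added after 2 h compound pretreatment; cell ATP read after overnight thapsigargin exposure of roughly 18 to 22 hours; normalized against plate controls of thapsigargin alone and 5% DMSO vehicle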
# An asterisk follows results filed as active; i = inactive; ? = inconclusive; . = no result given.
# The opening 2 entries (preview)
SMILES,P. falciparum M17LAP,Salmonella PhoP GFP,Yfh1-depleted yeast,XIAP displacement,human PMI inhibitors,West Nile antiviral,SIAH1 antagonists,M1AAP inhibition,ER stress rescue
c1ccc(-n2nnnc2-c2cccnc2)cc1,7%,-1%,i,-6.9%,8%,-1.3%,1%,-5%,-1.4%
O=C(O)Cc1ccc(NC(=O)c2ccc(NC(=O)c3ccco3)cc2)cc1,35%,5%,i,-7.1%,7%,-0.3%,2%,2%,-0.9%

# Main list, previewed entries included:
SMILES,P. falciparum M17LAP,Salmonella PhoP GFP,Yfh1-depleted yeast,XIAP displacement,human PMI inhibitors,West Nile antiviral,SIAH1 antagonists,M1AAP inhibition,ER stress rescue
c1ccc(-n2nnnc2-c2cccnc2)cc1,7%,-1%,i,-6.9%,8%,-1.3%,1%,-5%,-1.4%
O=C(O)Cc1ccc(NC(=O)c2ccc(NC(=O)c3ccco3)cc2)cc1,35%,5%,i,-7.1%,7%,-0.3%,2%,2%,-0.9%
O=S(=O)(c1ccccc1F)N(Cc1ccco1)Cc1nnc(-c2ccccc2Br)o1,12%,-10%,i,-1.5%,13%,0.0%,1%,5%,2.6%
Cc1ccc(-n2nnnc2Sc2nc([N+](=O)[O-])nn2C)cc1C,-2%,-1%,i,-2.3%,11%,1.7%,3%,-1%,-0.4%
CC(C)N(C(=O)CC1ON(C)C(=O)N1c1ccc(Cl)cc1)C(C)C (stereo unspecified),4%,5%,i,-4.8%,-2%,-0.7%,9%,3%,.
CCc1cc2c(SCC(=O)NC3CCS(=O)(=O)C3)ncnc2s1 (stereo unspecified),16%,-3%,i,-4.4%,-10%,0.5%,-2%,-3%,-1.2%
O=C(c1ccc(C(F)(F)F)cc1)C1CCCN(C(=O)CCc2cnccn2)C1 (stereo unspecified),0%,4%,i,-4.2%,14%,-0.9%,1%,5%,1.8%
COC(=O)CNC(=O)C1CCCN1C(=O)OC(C)(C)C (stereo unspecified),-8%,3%,i,-0.5%,-10%,-0.2%,0%,1%,-1.5%
Cc1snc2sc(C(=O)c3ccc(Br)cc3)c(N)c12,-1%,-2%,i,-4.9%,-15%,0.4%,2%,6%,-0.9%
CCOc1cc(C(=O)NC(C)c2ccncc2)cc(OCC)c1OCC (stereo unspecified),9%,-13%,i,-7.2%,-6%,0.0%,-3%,8%,-2.1%
Cc1ccccc1NC(=S)NCc1ccco1,13%,-3%,i,-0.2%,5%,0.3%,-2%,2%,9.8%
CC(C)(C)NC(=O)c1cccc2c1C(=O)c1ccccc1-2,-13%,-6%,i,.,.,0.1%,2%,-1%,.
Cc1ccc(-n2[nH]c(=O)c(-c3ccccn3)c2C)cc1,8%,0%,i,-8.6%,0%,-0.2%,2%,1%,-3.4%
CCc1nnc(NS(=O)(=O)c2ccc(NC(=S)NC(=O)/C=C/c3ccc(OC)cc3)cc2)s1,41%,-10%,i,-6.0%,12%,1.0%,52%*,2%,-2.2%
Cc1cc(O)c(NC(=O)c2ccc(C)c([N+](=O)[O-])c2)cc1C,0%,1%,i,-7.9%,-9%,-0.6%,2%,-1%,1.5%
Cc1ccc(NC(=O)/C(CN(C)C)=N\O)cc1,11%,2%,i,-1.7%,0%,0.2%,-2%,1%,-2.4%
COC(=O)c1cccc(OCC(O)Cn2cnc3cc(C)c(C)cc32)c1 (stereo unspecified),4%,-1%,i,-4.8%,10%,-0.6%,-2%,4%,1.7%
O=C(O)CCCc1nc2ccccc2s1,1%,1%,i,-1.5%,2%,-0.1%,-4%,2%,-0.1%
CN1CCN(C(=S)Nc2ccc([N+](=O)[O-])cc2)CC1,13%,13%,.,-8.8%,9%,.,1%,1%,0.4%
CC(C)(NC(=O)c1cc(Cl)c2ccccc2c1O)C(=O)O,-70%,-7%,i,.,.,0.8%,6%,3%,.
CN=C1SC(CC(=O)Nc2cc(Cl)ccc2Cl)C(=O)N1C (stereo unspecified),1%,-15%,i,-7.3%,-10%,-0.4%,0%,6%,1.3%
Oc1ccc(-c2nnc(-c3ccccc3)c(-c3ccccc3)n2)cc1,2%,-4%,i,-6.3%,7%,1.0%,16%,4%,-2.1%
CC(/C=C/c1ccccc1)=N\NC(=O)CSc1ccccn1,26%,3%,i,-2.6%,-6%,-0.5%,3%,-2%,-2.2%
CCCC12CN3CC(C)(CN(C1)C31CCCCC1)C2=O,2%,3%,i,-5.8%,4%,-0.2%,-2%,-1%,-0.7%
Cc1cc2nc3c(=O)n(Cc4ccccc4)c(=O)[nH]c3nc2cc1N,4%,-122%,?,.,.,-0.7%,16%,13%,.
Cc1nc(C(=O)NNC(=O)c2ccccc2)c(C(F)(F)F)o1,9%,0%,i,.,.,1.0%,0%,1%,.
CCCCC(=O)Nc1cccc(NC(=O)c2cccnc2Cl)c1,17%,1%,i,.,.,-0.6%,0%,6%,.
CCc1ccc(C(=O)Nc2ccc(C)c(NS(C)(=O)=O)c2)cc1,10%,-7%,i,.,.,0.7%,12%,6%,.
COc1cc(NC(=O)Cn2nc(C(F)(F)F)c3c2CCCC3)cc(OC)c1OC,-13%,6%,i,-6.2%,8%,-0.4%,0%,3%,0.9%
CCOC(=O)C1CCN(S(=O)(=O)c2ccc(C(C)(C)C)cc2)CC1,7%,-2%,i,-5.9%,9%,0.2%,6%,-2%,3.4%
CCOc1ccc(NC(=O)CCCc2cc(-c3ccc(OCC)cc3)on2)cc1,6%,-17%,i,0.5%,-11%,-0.8%,-1%,1%,-2.3%
O=C(O)CCC(=O)Nc1nc(-c2ccccc2)cs1,5%,-11%,i,-3.3%,4%,0.3%,-2%,10%,0.0%
COc1ccc(C2=NN(C(N)=S)C(c3ccco3)C2)cc1 (stereo unspecified),5%,0%,i,-0.5%,40%,0.8%,-6%,10%,-0.2%
CCCCSc1nnc(-c2cc(Br)ccc2N)c(=O)[nH]1,14%,-2%,i,-0.5%,-18%,-0.7%,5%,0%,-2.3%
CCOc1cc2c(cc1OCC)C(C(=O)O)C(c1cc(Br)c(O)c(OC)c1)N(C)C2=O (stereo unspecified),12%,-2%,i,-3.7%,7%,0.1%,0%,13%,-1.4%
Cc1cc(-c2nc3c4c5c(sc4[nH]c(=O)n3n2)CCC5)c(C)o1,66%,-22%,i,1.9%,-34%,0.3%,46%,27%*,-1.5%
NC(=O)CCNC(=O)c1ccc(Cl)cc1,-6%,9%,i,-4.5%,6%,0.3%,5%,-1%,1.7%
Cc1cccc(C(OC(=O)c2ccco2)C(=O)NCc2ccccc2)n1 (stereo unspecified),3%,1%,i,-2.7%,-8%,0.3%,1%,-1%,-2.4%
O=C(CN1C(=O)C2C3C=CC(C3)C2C1=O)NCC1COc2ccccc2O1 (stereo unspecified),2.2µM*,6%,i,-3.6%,-7%,0.0%,0%,-1%,-1.4%
CC1(C)CC(=O)c2c(oc3ccc(NS(=O)(=O)c4cccc5cccnc45)cc23)C1,-3%,-9%,i,-4.7%,8%,-1.8%,14%,4%,5.7%
CCOC(=O)c1c(N2C(=O)Nc3ccccc3N2O)n[nH]c1-c1cccc(OC)c1,18%,7%,i,-9.6%,-21%,0.3%,1%,-1%,-1.0%
Cn1c2ccccc2c2c(C(=O)N3CCN(c4ccc(F)cc4)CC3)cn(C3CCCC3)c(=O)c21,-6%,-17%,i,-0.3%,15%,0.1%,6%,10%,-3.5%
COc1cc2[nH]c(=O)n(C3CCCCC3)c(=O)c2cc1OC,2%,-8%,i,-4.4%,0%,0.1%,4%,-3%,-0.5%
O=C(O)c1ccc(-c2nc(-c3ccc(Cl)cc3Cl)cs2)cc1,2%,-14%,i,-2.5%,-2%,-0.3%,10%,0%,.
CCn1c(NC(=O)c2ccco2)c(-c2ccccc2Cl)c(=O)c2ccccc21,13%,-3%,i,3.3%,3%,-0.7%,-1%,7%,1.2%
CN(C)CCNc1oc(COc2cccc(Cl)c2)nc1C#N,4%,-6%,i,-0.6%,-9%,0.2%,0%,-3%,-0.4%
Cc1nn(Cc2noc(C(=O)NCc3ccc(F)cc3)n2)c(C)c1Br,-8%,-2%,i,-6.6%,7%,-0.8%,-3%,4%,0.3%
COC(=O)C1=C(C)NC2=C(C(=O)CCC2)C1c1cccc(C)n1 (stereo unspecified),-112%,-6%,i,-3.4%,-6%,0.3%,-6%,4%,0.0%
O=C(CSc1n[nH]c(=O)[nH]c1=O)Nc1ccc2c(c1)C(=O)c1ccccc1C2=O,6%,-11%,i,.,.,-0.2%,42%,6%,.
Nc1[nH]ncc1-c1ccc(F)cc1,55%,21%,i,-1.2%,-1%,-0.2%,3%,-10%,0.3%
Cn1c(C(=O)N2CCC(C(=O)N3CCN(Cc4ccc5c(c4)OCO5)CC3)CC2)cc2sccc21,19%,6%,i,-13%,20%,-0.2%,-2%,6%,1.3%
O=C1NC2(CCCCC2)N=C1c1ccc(F)cc1,5%,-7%,i,-1.1%,-4%,-0.3%,6%,-4%,-0.3%
CC(C)Oc1ccc(N2CC(C(=O)Nc3ccc4c(c3)OCO4)CC2=O)cc1 (stereo unspecified),15%,2%,i,-0.3%,2%,1.1%,2%,8%,2.2%
N=c1sccn1CC(=O)N1CCc2ccccc21,0%,5%,i,-6.8%,-8%,-0.2%,2%,5%,-0.7%
NC(=O)SCC(=O)Nc1ccc(Cl)c(Cl)c1,2%,0%,i,-4.9%,2%,0.1%,-4%,17%,-0.3%
COC(=O)CSc1nc(C)c(C)c(C)c1C(N)=O,1%,5%,i,-2.1%,-4%,0.5%,1%,6%,0.3%
CC(C)C[C@H](NC(=O)c1[nH]cnc1C(=O)Nc1ccccc1)C(=O)OC(C)(C)C,-4%,3%,i,.,.,0.0%,2%,-9%,.
O=C(CN(C1CCCCC1)S(=O)(=O)c1ccc(Br)cc1)NCc1cccnc1,1%,-3%,i,-4.8%,2%,-1.2%,0%,-1%,7.0%
COc1ccc(S(=O)(=O)N2CCCCC2)cc1Br,-1%,13%,i,-0.8%,-5%,0.6%,0%,11%,4.1%
CCOC(=O)c1cnn(-c2ccccc2)c1NC(=O)CCl,-4%,17%,i,-5.4%,-1%,-0.8%,-6%,2%,-1.3%
CCOC(=O)c1ccc(NC(=S)NCCCN2CCCCC2)cc1,16%,-6%,i,-4.4%,-7%,-0.9%,-5%,13%,-1.0%
Cc1nnc(SCC(=O)NC(C)(C)C)n1CCc1ccccc1,-15%,-4%,i,-3.6%,-12%,-0.1%,0%,4%,-0.4%
Cc1[nH]c2ccccc2c1-c1nc(-c2ccc(Cl)cc2)nnc1-c1ccccc1,8%,4%,i,-3.9%,3%,-0.5%,15%,-1%,-0.1%
